# Rin1-Abl PPI inh = inhibitors of Rin1-Abl protein binding, primary screen, biochemical, TR-FRET. 0.4% of 360,000 active. inhibition, % at 7.35 µM. Tyrosine-protein kinase ABL1 (Homo sapiens) + Ras and Rab interactor 1 (Homo sapiens), …. AID 588664, 2011; in the data active = inhibition above about 5%, passing the limit was not always enough
# MsrA inh = bovine MsrA enzyme inhibitors, primary screen, biochemical, absorbance, HTS; Methionine sulfoxide reductase A (Bos taurus); purified bovine MsrA, absorbance read-out; inhibition, % at 15.5 µM; 0.75% of 360,000 active; in the data active = inhibition above about 4.5%;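 note: 0% = vehicle wells with enzyme and 100% = reference inhibitor wells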
# bovine MsrA act = bovine MsrA enzyme activators, primary screen, biochemical, absorbance, HTS; Methionine sulfoxide reductase A (Bos taurus); purified bovine MsrA, absorbance read-out; activation, % at 10.6 µM; 0.3% of 360,000 active; AID 602163, 2012; in the data active = activation above about 7.5%;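 note: 0% = vehicle and 100% = reference activator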
# CSN inh = inhibitors of CSN-mediated cullin deneddylation, primary screen, biochemical, fluorescence polarization, uHTS. inhibition, % at 12.5 µM. AID 651999, 2013. 0.38% of 360,000 active. Purified CSN, SCF-Nedd8-OG deneddylation. COP9 signalosome complex subunit 5 (Homo sapiens), Q92905;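 active = pattern-corrected inhibition above about 35%, with an unprinted fluorescence ratio check between 0.5 and 1.5, limit read from the data, passing the limit was not always enough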;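 note: 0% = enzyme with substrate and 100% = substrate without enzyme; some results filed as inactive read as strong as hits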
#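 Assay system: HEK293T-derived human Csn5 enzyme; quantity: 0.24 nM enzyme; medium: Tris/NaCl/DTT buffer, pH 7.5; also added: substrate SCFSkp2-Nedd8OG, 10 nM; doses: 12.5 µM compound; schedule: 90 min reaction at room temperature; signal: FP; read-out: % inhibition of substrate cleavage by Csn5; benchmarks: substrate-only high control, full reaction low control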
# MT1-MMP act inh = blockers of MT1-MMP proenzyme processing, primary screen, HT1080 RFP-PRO-GFP cells, GFP/RFP fluorescence; GFP/RFP ratio fluorescence, overnight; percent of plate control window, DMSO zero; GFP/RFP ratio change, % at 20 µM; 0.061% of 360,000 active; AID 651647, 2012;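 active = GFP/RFP ratio change of at least 30% with cell ATP level not reduced by more than half and red fluorescence within 50% of control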; note: strong numbers were not always called active
#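 Material: RFP-PRO-GFP reporter HT1080 cells. Dosing: single-point 20 µM compound, 1% DMSO. Controls: DMSO and RFP-L50D-GFP cell wells. Timing: cells overnight before dosing, compound overnight, 37 °C, 5% CO2. Measure: GFP/RFP fluorescence ratio.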
# E coli Lon inh = inhibitors of E. coli Lon protease, primary screen, biochemical, fluorescence polarization; P0A9M0; purified E. coli Lon protease; inhibition, % at 7.94 µM; 0.42% of 360,000 active; AID 602123, 2011; in the data active = inhibition above about 13%, passing the limit was not always enough;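 note: 0% = enzyme with probe and DMSO and 100% = no enzyme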
# PABP1 MLLE inh = inhibitors of PABP1 MLLE–PAM2 peptide binding, primary screen, biochemical, fluorescence polarization, FITC-PAM2, GST-MLLE | AID 588489, 2011 | 0.36% of 360,000 active | Polyadenylate-binding protein 1 (Homo sapiens), P11940 | inhibition, % at 20 µM; in the data active = inhibition above about 35%, passing the limit was not always enough;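 note: plate controls were DMSO wells with GST-MLLE for no effect and wells lacking GST-MLLE protein for full effect; some results filed as inactive read as strong as hits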
# FAS TE block = FAS thioesterase domain inhibitors, primary screen, biochemical, fluorescence intensity, uHTS; Fatty acid synthase (Homo sapiens), P49327; recombinant FAS-TE, OMFH fluorogenic substrate, fluorescence endpoint; inhibition, % at 15 µM; 0.67% of 360,000 active;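 active = compounds whose normalised, plate-corrected inhibition of enzyme fluorescence in the single-dose primary screen is 50% or more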;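 note: 0% = DMSO with enzyme and 100% = substrate without enzyme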
# Rpn11 block = Rpn11 (PSMD14) deubiquitinase inhibitors, primary screen, biochemical, fluorescence polarization, uHTS; 26S proteasome non-ATPase regulatory subunit 14 (Homo sapiens), O00487; human 26S proteasome, Ub4-pepOG fluorescence polarization; 20S core pre-blocked with epoxomicin; calls only at 20 µM; 0.59% of 360,000 active; AID 588493, 2011;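 active = inhibition at 20 µM, scaled to each plate's controls, above about 33%, limit read from the data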
# Active calls of the source: *; i = inactive; x = no result given; + = active, no number.
SMILES,Rin1-Abl PPI inh,MsrA inh,bovine MsrA act,CSN inh,MT1-MMP act inh,E coli Lon inh,PABP1 MLLE inh,FAS TE block,Rpn11 block
CC(=NCC1CCCO1)c1c(O)n(-c2ccc(C)cc2)c(=O)[nH]c1=O (centres undefined),-6,-0.3,-2,-6,3,-4,1,-6,i
COc1cc(/C=C2\C(=O)NC(=O)N(c3ccccc3)C2=O)cc(OC)c1OC,-8,-1.1,1,1,-3,-4,18,-4,i
O=C(c1cc2cc(Cl)ccc2[nH]1)N1CCC2(CC1)OCCO2,-4,-0.4,-8,5,-4,-2,-1,-3,i
Cc1ccc(N2C(=O)NC(=O)/C(=C/c3cnn(-c4ccc(C)cc4)c3)C2=O)cc1,1,0.1,2,4,3,-14,-6,-11,i
O=C(CCl)NCC1CCCO1 (centres undefined),-7,-0.7,-1,1,3,4,-4,-7,i
Cc1cccc(NC2=NCCCS2)c1,-2,-0.6,-4,6,0,-1,-6,-6,i
CC(=O)c1ccc(-c2ccccc2)cc1,0,0.1,-4,3,1,-9,-1,8,i
CC1=C(O)C(=O)C=C2C1=CC=C1C2(C)CCC2(C)C3CC(C)(C(=O)O)CCC3(C)CCC12C (centres undefined),7,1.6,-7,42*,-21,12,22,2,i
O=C(Cn1cc(C(=O)c2ccccc2F)c2ccccc21)NC1CC1,-3,2.8,-3,-5,1,-6,-6,-3,i
COc1ccc(N2C(=O)CC(=O)NC2=O)cc1,-4,0.7,-3,-1,-4,-6,-5,-10,i
COC(=O)C1=C(c2ccc(Cl)c(C(F)(F)F)c2)C[C@@H]2CC[C@H]1N2C(=O)NCCOc1ccccc1,2,x,0,8,0,8,-9,32,i
COC(=O)C1=C(c2cc3ccccc3o2)C[C@@H]2CC[C@H]1N2C(=O)NCCO,0,-0.3,2,-4,-2,-4,-1,-10,i
CCn1c(C(=O)N2CCC(C(=O)N3CCC4(CC3)OCCO4)CC2)cc2sccc21,-1,-0.3,-2,2,1,12,17,-4,i
O=[N+]([O-])c1cccc(NP(=O)(Oc2ccccc2)Oc2ccccc2)c1,1,0.7,-4,7,2,-8,2,24,i
CCCCn1c(C)c(C(=O)OCC)c2c(CN3CCOCC3)c(O)ccc21,-2,0.5,-2,-4,18,-2,0,-8,i
Cn1c(O)c(C=Nc2ccc(F)cc2)c(=O)[nH]c1=O,0,1.8,-2,0,1,-1,0,-5,i
CCCOC(=O)COc1cc(C)cc2oc(=O)c3c(c12)CCC3,2,-0.9,-3,2,7,1,1,2,i
Cc1cccc(N2C(=O)NC(=O)/C(=C\c3cnc(-c4ccccc4)nc3)C2=O)c1,-3,-0.3,-5,1,-5,-56,13,-10,i
CN(C)c1ccc(C(=O)N/N=C/C23CC[C@@H](O)CC2(O)CC[C@@H]2[C@@H]3CCC3(C)C(C4=CC(=O)OC4)CCC23O)cc1 (some centres undefined),0,0.3,-5,3,6,1,-5,-6,i
CCN1C[C@]2(OC(=O)c3ccccc3NC(C)=O)CCC(OC)C34C5C[C@H]6C(OC)[C@]5(O)[C@](O)(C[C@@H]6OC)C(C[C@@H]32)[C@H]14 (some centres undefined),5,0.2,-3,-2,-1,-3,6,-6,i
Cn1nnc(CC[N+](C)(C)C)n1,-1,2.9,-1,4,0,-6,8,-2,i
Cc1ccccc1-n1c(O)c(/C=N/NC(=O)c2ccccc2O)c(=O)[nH]c1=S,-2,4.5,-6,3,7,-11,-6,13,i
N=C1c2ccccc2CN1CC(=O)c1ccccc1,1,0.6,-4,3,1,-5,10,-8,i
Cc1ccc(-c2cc(-c3ccc(C)cc3)[n+](-c3ccc(C(=O)[O-])cc3)c(-c3ccc(C)cc3)c2)cc1,-1,4.2,-12,-3,1,-1,-6,-16,i

# Entries from the list above containing an aryl methoxy group, in the order listed:
SMILES,Rin1-Abl PPI inh,MsrA inh,bovine MsrA act,CSN inh,MT1-MMP act inh,E coli Lon inh,PABP1 MLLE inh,FAS TE block,Rpn11 block
COc1cc(/C=C2\C(=O)NC(=O)N(c3ccccc3)C2=O)cc(OC)c1OC,-8,-1.1,1,1,-3,-4,18,-4,i
COc1ccc(N2C(=O)CC(=O)NC2=O)cc1,-4,0.7,-3,-1,-4,-6,-5,-10,i

# (more compounds)
SMILES,Rin1-Abl PPI inh,MsrA inh,bovine MsrA act,CSN inh,MT1-MMP act inh,E coli Lon inh,PABP1 MLLE inh,FAS TE block,Rpn11 block
CCOC(=O)c1cc(CC)sc1/N=C/C1C(=O)NC(=S)NC1=O,-3,1.1,-6,9,-2,-39,-77,-8,x
O=S1(=O)CC2(N3CCOCC3)CCCCCCC21 (centres undefined),4,-0.6,-2,-1,-1,-3,1,-8,i
CCN(CC)CCCN=Cc1c(O)n(CCc2ccc(OC)c(OC)c2)c(=O)[nH]c1=O,-3,0.6,1,-5,1,-1,5,-5,i
CN1C(=O)CN=C(c2ccc(Cl)cc2)c2cc(Cl)ccc21,1,-0.7,-7,-2,5,-4,-2,6,i
CN[C@H](C)[C@H](O)c1ccccc1,2,x,-3,-5,1,-3,-1,0,i
COc1ccc(NC(=O)CN2C3CCC2CC(O)(c2cccnc2)C3)cc1OC (centres undefined),-1,-0.4,-1,1,-3,7,7,-6,i
O=C(CCc1ccccc1)N1Cc2cc(N3CCOCC3)ccc2-n2nncc2C1,3,1.5,-9,0,2,2,-1,-3,i
COc1ccc(CN2C(=O)NC(=O)/C(=C\c3cccc(OC)c3OC)C2=O)cc1,1,-1.8,-4,-10,1,-21,9,-2,i
Nc1ccc(CCN2CCN(c3cccc(C(F)(F)F)c3)CC2)cc1,-3,-0.8,3,1,-2,-8,-2,-1,i
Cc1nc2cc(OC(=O)N(C)Cc3cccc(-c4ccncc4)c3)ccc2s1,x,x,-2,2,-3,-7,x,-3,x
NS(=O)(=O)c1ccc(N=Nc2c(O)[nH]c(=S)[nH]c2=O)cc1,-8,2.1,-2,-2,4,-4,30,0,i
CN1CCN(C(=O)COc2ccc(-c3nc4ccccc4s3)cc2)CC1,-2,0.8,-1,3,2,0,-10,-5,i

# 7 structures out of the list, sorted by molar mass, ascending:
SMILES,Rin1-Abl PPI inh,MsrA inh,bovine MsrA act,CSN inh,MT1-MMP act inh,E coli Lon inh,PABP1 MLLE inh,FAS TE block,Rpn11 block
CN[C@H](C)[C@H](O)c1ccccc1,2,x,-3,-5,1,-3,-1,0,i
NS(=O)(=O)c1ccc(N=Nc2c(O)[nH]c(=S)[nH]c2=O)cc1,-8,2.1,-2,-2,4,-4,30,0,i
CCOC(=O)c1cc(CC)sc1/N=C/C1C(=O)NC(=S)NC1=O,-3,1.1,-6,9,-2,-39,-77,-8,x
CN1CCN(C(=O)COc2ccc(-c3nc4ccccc4s3)cc2)CC1,-2,0.8,-1,3,2,0,-10,-5,i
Cc1nc2cc(OC(=O)N(C)Cc3cccc(-c4ccncc4)c3)ccc2s1,x,x,-2,2,-3,-7,x,-3,x
COc1ccc(NC(=O)CN2C3CCC2CC(O)(c2cccnc2)C3)cc1OC (centres undefined),-1,-0.4,-1,1,-3,7,7,-6,i
O=C(CCc1ccccc1)N1Cc2cc(N3CCOCC3)ccc2-n2nncc2C1,3,1.5,-9,0,2,2,-1,-3,i

# Next entries follow.
SMILES,Rin1-Abl PPI inh,MsrA inh,bovine MsrA act,CSN inh,MT1-MMP act inh,E coli Lon inh,PABP1 MLLE inh,FAS TE block,Rpn11 block
CNCCc1ccc(O)c(O)c1,3,2.2,-3,-3,1,2,7,-5,i
Cc1ncc2n1-c1ccc(Cl)cc1C(c1ccccc1F)=NC2,-1,1.8,0,-5,2,-4,12,-3,i
CCCCCCC(N)CC(=O)O (centres undefined),3,0.8,0,-6,4,1,-2,-6,i
CCC(=NCCCn1ccnc1)c1c(O)n(Cc2ccccc2)c(=O)[nH]c1=O,-4,0.0,-4,-2,-6,-1,-15,-9,i
CC(C)(C)c1ccccc1O,0,0.4,-1,-1,1,1,21,-2,i
O=C1CN=C(c2ccccc2)c2oc3ccc(Br)cc3c2N1,2,0.8,0,0,-8,-6,8,-6,i
Cc1ccnc(-n2c(C)cc(C=C3C(=O)N(C)C(=S)N(C)C3=O)c2C)c1,-1,1.6,-15,6,-12,-13,-65,-11,+
Clc1ccccc1C1NCc2ccccc2-n2cccc21 (centres undefined),-2,-0.5,-3,-7,-6,0,-8,15,i
O=C1NC(=O)C(=Cc2ccc(-c3cc(Cl)ccc3[N+](=O)[O-])o2)C(=O)N1,-2,3.3,1,14,-92,-4,-1,-18,i
CN1C(=O)/C(=C\c2ccc(N3CCCCCC3)cc2)C(=O)NC1=S,2,1.2,0,12,26,-28,-66,-7,i
COC(=O)C(O)(c1ccc(NC(=O)c2ccccc2)cc1)C(F)(F)F (centres undefined),1,-0.5,-3,3,-1,-1,-7,-2,i
CC1(C)CN=C(Nc2ccccc2C(F)(F)F)S1,0,2.8,-4,4,-3,1,5,-5,i
COC(=O)C1=C(c2ccccc2OCc2ccccc2)C[C@@H]2CC[C@H]1N2C(=O)NCc1ccc(Br)cc1,5,-1.1,-5,-3,-8,12,-5,22,i
C=CCN1CC[C@@]2(C)c3cc(O)ccc3CC1[C@@H]2C,-1,-1.1,-8,0,0,-5,-7,-5,i
CCN1CCN(C(=O)Cc2ccc(C)cc2)CC1,2,2.0,-1,7,3,-6,5,-1,i
COC(=O)C1=C(c2c(C)noc2C)C[C@@H]2CC[C@H]1N2C(=O)NC(C)C,0,0.1,-2,8,1,12,4,-5,i
Fc1ccc2c(c1)nnn2C1CCN(Cc2ccccc2)CC1,1,0.6,2,2,-5,5,11,3,i
Cc1c(-c2cccc(Cl)c2)nc2ccccc2c1C(=O)N1CCC2(CC1)OCCO2,-5,-0.4,-2,1,-3,-3,9,2,i
Cc1ccc(S(=O)(=O)N2CCC(C(=O)N3CCC4(CC3)OCCO4)CC2)cc1,-1,0.3,-12,2,-1,-1,-2,-1,i
CN1CCN(c2c(N)c(=O)oc3ccccc23)CC1,-2,2.2,2,-1,-6,0,8,-7,i
CC(C)CCC1(CCc2ccncc2)C(=O)NC(=O)NC1=O,1,0.9,0,-6,-4,-5,3,-2,i
O=C(c1ccc2nc3ccc(Cl)cc3c(=O)n2c1)N1CCC2(CC1)OCCO2,-3,0.1,-4,0,-3,1,1,15,i

# Some of the compounds tested, so the mix of outcomes need not match the whole.
